Assay outcomes deposited in PubChem BioAssay by several laboratories.
LAP4 TOR yeast: modulators of TOR pathway LAP4-GFP in S. cerevisiae; S. cerevisiae LAP4-GFP multiplex, flow cytometry GFP, 3 h; median GFP as percent of DMSO wells; GFP response vs DMSO, % at 10 µM; actives 0.34% (n = 320,000); AID 2023;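 active means GFP response vs DMSO above a set limit, about the screen mean plus 3 SD, cut at about 150% in these data; inconclusive means under 70 cell events counted for the yeast strain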
GASC-1 inh: human JMJD2C demethylase inhibition; GST-JMJD2C(1-420) H3K9me3 demethylation, DELFIA europium; inhibition, % at 2.35 µM; Q9H3R0; actives 0.069% (n = 330,000);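 active means more than half of a compound's replicate wells show inhibition beyond 50%, single wells judged on their own value; inconclusive means some, but no more than half, of replicates pass 50% inhibition; inactive means no replicate passes 50% inhibition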;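 further: signal counts dimethyl H3K9 product captured on neutravidin plate; 0% = median of DMSO wells and 100% = 0.3 times that DMSO median; strong numbers were not always called active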
Target sequence (Q9H3R0 1-420 limits assumed): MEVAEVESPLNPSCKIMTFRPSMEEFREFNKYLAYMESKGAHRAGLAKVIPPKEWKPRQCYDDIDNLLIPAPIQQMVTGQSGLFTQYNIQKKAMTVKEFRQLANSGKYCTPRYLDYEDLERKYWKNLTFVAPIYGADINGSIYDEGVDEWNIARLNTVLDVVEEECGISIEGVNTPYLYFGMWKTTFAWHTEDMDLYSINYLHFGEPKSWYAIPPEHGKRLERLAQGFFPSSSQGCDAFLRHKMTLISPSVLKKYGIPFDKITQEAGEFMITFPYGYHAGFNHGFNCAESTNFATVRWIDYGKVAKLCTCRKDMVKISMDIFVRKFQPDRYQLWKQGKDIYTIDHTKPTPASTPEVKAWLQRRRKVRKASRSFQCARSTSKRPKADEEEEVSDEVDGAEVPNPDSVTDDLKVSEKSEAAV
CIT2-GFP yeast: yeast TOR pathway CIT2-GFP modulation; S. cerevisiae CIT2-GFP strain, flow cytometry, 3 h; 100 means same as DMSO wells; GFP response vs DMSO, % at 10 µM; actives 0.065% (n = 320,000);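 active means GFP response relative to DMSO above a set limit, near the screen mean plus 3 SD, cut at about 150% in these data; inconclusive means Fewer than 70 cells measured for a yeast strain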;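 further: ratio of well median GFP fluorescence to mean of DMSO wells on the plate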
VLA-4 inh: inhibition in a human VLA-4 binding assay; P13612; VLA-4 expressing cells, ligand binding flow cytometry; inhibition, % (about 7 µM as worked out from the volumes in the protocol); actives 0.2% (n = 330,000); in the data active means inhibition above about 50%
AGP1-GFP MLPCN: modulators of TOR pathway AGP1-GFP in S. cerevisiae; S. cerevisiae AGP1-GFP multiplex flow cytometry, 3 h; GFP as percent of DMSO wells; GFP response vs DMSO, % at 10 µM; actives 0.02% (n = 320,000); AID 2066;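 active means GFP response relative to DMSO above a set limit, near screen average plus 3 SD, cut at about 150% in these data; inconclusive means fewer than 70 cells counted for the yeast strain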;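 further: median GFP channel fluorescence of the gated AGP1 strain per well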
RPL19A-GFP yeast: modulators of TOR pathway RPL19A-GFP in S. cerevisiae; S. cerevisiae RPL19A-GFP strain, flow cytometry, 3 h; hits give low values; percent response vs DMSO, % at 10 µM; actives 0.3% (n = 330,000); AID 2025;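 active means percent response vs DMSO below 50%; inconclusive means fewer than 70 events counted for the yeast strain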;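 further: median channel GFP fluorescence of the barcoded RPL19A-GFP strain; ratio of sample median GFP to plate DMSO average so 100% = DMSO; lower means less RPL19A-GFP as with rapamycin TOR inhibition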
GRK2 aptamer HTS: blocks RNA aptamer binding to human GRK2. P25098. bead flow cytometry, FAM-aptamer displacement from GRK2. inhibition of aptamer binding, % at 10 µM. actives 0.59% (n = 330,000). AID 488847;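 active means inhibition of aptamer binding above 40%, roughly 3 SD of noise, on plates passing a quality check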;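 further: median bead fluorescence of bound FAM aptamer so fluorescent compounds give negative values; no value below 0 was filed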
MEP2-GFP yeast: yeast TOR pathway MEP2-GFP modulation; S. cerevisiae MEP2-GFP strain, flow cytometry GFP, 3 h; 100% = DMSO control level; GFP response vs DMSO, % at 10 µM; actives 0.51% (n = 330,000); AID 2016;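 active means GFP response versus DMSO above a set limit, roughly screen mean plus 3 SD, cut at about 180% in these data; inconclusive means fewer than 70 cells counted for a yeast strain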;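 further: median GFP fluorescence of the barcode-gated MEP2-GFP cells per well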
* = called active by the depositor; ? = inconclusive; . = not tested or not shown; & = joins results of further samples; [ ] = dose if it differs, or a comment.

Values run as follows: LAP4 TOR yeast, GASC-1 inh, CIT2-GFP yeast, VLA-4 inh, AGP1-GFP MLPCN, RPL19A-GFP yeast, GRK2 aptamer HTS, MEP2-GFP yeast
[1] CN(Cc1ccnc2ccccc12)C(=O)C1CCC(=O)N(Cc2ccccc2F)C1 (stereo unspecified)
  90, 1, 99, -1, 99, 94, 0, 93
[2] COCC(=O)Nc1c(C(=O)Nc2ccc3c(c2)OCCO3)oc2ccccc12
  94, -6, 101, -4, 101, 105, 0, 105
[3] Cc1cccc(-n2ccc(=O)c(C(=O)Nc3ccc(S(=O)(=O)N4CCOCC4)cc3)n2)c1
  93, -6, 97, -12, 100, 101, 3, 101
[4] COc1ccc(C(=O)NNS(=O)(=O)c2ccc(OC)cc2)cc1
  97, -5, 105, -3, 102, 100, 0, 96
[5] COc1ccc(OC)c2[nH]c(C(=O)O)cc12
  102, 66, 108, 17, 104, 104, 0, 112
[6] COc1cc(OC)c2c(c1)C(=O)OC2
  98, -1, 111, 4, 104, 111, 3, 99
[7] COCCn1c(=O)[nH]c2cc(C(=O)N3CCN(c4cccc(Cl)c4)CC3)ccc2c1=O
  84, -13, 94, -3, 92, 96, 0, 107
[8] CCOc1ccc(CCNC(=O)COC(=O)c2ccc(Cl)nc2)cc1OCC
  107, 1, 101, 1, 107, 101, 1, 108
[9] CC(NC(=O)COC(=O)c1ccc2c(c1)S(=O)(=O)N=C1CCCCCN12)C12CC3CC(CC(C3)C1)C2 (stereo unspecified)
  102, -8, 113, 1, 98, 107, 2, 102
[10] CCOC(=O)CC1(CC(=O)OCC)NC(=O)c2c(C)sc(C(=O)OCC)c2N1
  92, 1&-24, 91, 14, 91, 92, 3, 97
[11] CCO/C=C1/C(=O)N(c2ccccc2OC)C(=O)c2ccccc21
  105, -15, 97, 16, 107, 102, 1, 96
[12] N#Cc1c(-c2ccc(Cl)cc2)c2c([nH]c1=O)-c1ccccc1OC2
  106, 2, 104, -2, 100, 98, 1, 102
[13] CC(NC(=O)COC(=O)/C=C/c1ccc2c(c1)OCO2)c1ccccc1 (stereo unspecified)
  98, 1, 110, -5, 108, 100, 0, 110
[14] Cn1cc(CN2CCC(C(=O)N3CCCCC3)CC2)c(-c2ccccc2F)n1
  95, -8, 98, -4, 99, 99, 0, 99
[15] O=C(Cn1cnc([N+](=O)[O-])n1)NCCc1ccccc1
  103, 14, 100, 4, 107, 99, 1, 92
[16] OC(CNC1CCCC1)COc1ccccc1Br (stereo unspecified)
  101, 12, 103, -7, 95, 100, 0, 111
[17] CN1C[N+]([O-])=C(c2ccccc2)C1(C)C
  99, 1, 100, -7, 98, 95, 1, 97
[18] Cc1cc(C)nc(N2CCCC(C(=O)NC3CCCC3)C2)n1 (stereo unspecified)
  90, 4, 96, 5, 97, ., 0, 96
[19] C/C(=N\NC(N)=S)c1ccc(Cl)s1
  113, -24, 83, 25, 110, 94, 2, 94
[20] Cc1ccnc(N2CCCC(C(=O)Nc3cccc(C)c3C)C2)n1 (stereo unspecified)
  97, -10, 103, 7, 102, 101, 1, 99
[21] Cc1cc(O)c(/C=N/OCc2ccc(Cl)cc2Cl)c(=O)o1
  105, -7, 97, -1, 101, 103, 3, 103
[22] O=S(=O)(Nc1ccncc1)c1cc(Cl)ccc1Cl
  100, -13, 100, 32, 106, 103, 0, 96
[23] O=C(NCCN1CCCC1)C(c1ccccc1)c1ccccc1
  100, 2, 97, -10, 99, 97, 0, 97
[24] CN1CCN(C(=O)c2ccccc2Nc2ccc(SC(F)F)cc2)CC1
  89, -2, 106, 8, 95, 99, 4, 105
[25] CC1CCc2c(sc(NC(=O)CN3CCN(C(=O)c4ccco4)CC3)c2C#N)C1 (stereo unspecified)
  100, 3, 96, -4, 93, 96, 0, 96
[26] COc1ccccc1OCC(=O)N/N=C1\CCCCc2ccccc21
  106, -2, 109, 16, 102, 99, 0, 97
[27] CCOc1cc(C2C(C(C)=O)=C(C)Nc3ncnn32)ccc1O (stereo unspecified)
  92, 5, 106, 2, 101, 106, 3, 107
[28] O=C(Cn1cc(C(F)(F)F)ccc1=O)N1CCN(S(=O)(=O)c2ccccc2)CC1
  95, 1, 106, -8, 103, 103, 0, 107
[29] C=C(C)C(=O)Nc1ccc(OC(F)(F)C(F)F)c(NC(=O)C(=C)C)c1
  103, 46, 103, 14, 103, 100, 40, 103
[30] Cn1c(N)c(C(=O)COC(=O)/C=C/c2cccc(C(F)(F)F)c2)c(=O)n(C)c1=O
  92, -4, 95, 15, 99, 98, 2, 98
[31] CCOC(=O)N1CCC(NC(=O)Cn2nc(Cc3ccncc3)c3ccccc3c2=O)CC1
  101, -4, 95, 2, 98, 99, 2, 98
[32] CCn1c(/C=C/c2ccc(F)cc2)nc2ccccc2c1=O
  98, -16, 98, 0, 87, 103, ., 105
[33] COCCN(C(=O)c1ccccc1OC)c1nnc(C)s1
  105, 0, 95, -20, 105, 97, 0, 97
[34] CCOc1ccc(CCNC(=O)COC(=O)C2CCN(S(=O)(=O)c3ccc(C)c(C)c3)CC2)cc1OCC
  94, -2, 103, -1, 96, 101, 2, 101
[35] Cc1cc(C(=O)NCCCn2ccnc2)sc1-c1ccccc1
  94, -3, 103, 11, 101, 101, 0, 106
[36] Cc1nnc(NC(=O)CSc2cn(Cc3ccccc3)c3ccccc23)s1
  99, -8, 103, -22, 102, 100, 0, 97
[37] COc1cccc(C(=O)N2CCC(C(=O)NCc3ccco3)CC2)c1
  105, -13, 93, 5, 102, 100, 0, 102
[38] Cc1ccc(C)c(NC(=O)Cc2nc(CNCC(C)C)cs2)c1
  94, -13, 103, 5, 102, 101, 0, 108
[39] COc1cc(OC)cc(C(=O)N2CCN(c3ccccn3)CC2)c1
  91, -3, 100, 2, 97, 95, 0, 102
[40] COc1ccc(OC2C(=O)N(Cc3ccc(F)cc3)C2c2cc(OC)c(OC)c(OC)c2)cc1 (stereo unspecified)
  101, 4, 108, -3, 111, 101, 0, 108

Nos. 30 to 37, reprinted for reference:
Values run as follows: LAP4 TOR yeast, GASC-1 inh, CIT2-GFP yeast, VLA-4 inh, AGP1-GFP MLPCN, RPL19A-GFP yeast, GRK2 aptamer HTS, MEP2-GFP yeast
[30] Cn1c(N)c(C(=O)COC(=O)/C=C/c2cccc(C(F)(F)F)c2)c(=O)n(C)c1=O
  92, -4, 95, 15, 99, 98, 2, 98
[31] CCOC(=O)N1CCC(NC(=O)Cn2nc(Cc3ccncc3)c3ccccc3c2=O)CC1
  101, -4, 95, 2, 98, 99, 2, 98
[32] CCn1c(/C=C/c2ccc(F)cc2)nc2ccccc2c1=O
  98, -16, 98, 0, 87, 103, ., 105
[33] COCCN(C(=O)c1ccccc1OC)c1nnc(C)s1
  105, 0, 95, -20, 105, 97, 0, 97
[34] CCOc1ccc(CCNC(=O)COC(=O)C2CCN(S(=O)(=O)c3ccc(C)c(C)c3)CC2)cc1OCC
  94, -2, 103, -1, 96, 101, 2, 101
[35] Cc1cc(C(=O)NCCCn2ccnc2)sc1-c1ccccc1
  94, -3, 103, 11, 101, 101, 0, 106
[36] Cc1nnc(NC(=O)CSc2cn(Cc3ccccc3)c3ccccc23)s1
  99, -8, 103, -22, 102, 100, 0, 97
[37] COc1cccc(C(=O)N2CCC(C(=O)NCc3ccco3)CC2)c1
  105, -13, 93, 5, 102, 100, 0, 102

(list continues)
Values run as follows: LAP4 TOR yeast, GASC-1 inh, CIT2-GFP yeast, VLA-4 inh, AGP1-GFP MLPCN, RPL19A-GFP yeast, GRK2 aptamer HTS, MEP2-GFP yeast
[41] O=C(CN1C(=O)COc2ccc(Cl)cc21)Nc1ccccn1
  86, 8, 116, -4, 96, 102, 0, 113
[42] CCN1C(=O)C(C(=O)c2ccccc2)SC1=S (stereo unspecified)
  99, 16, 90, 1, 103, 105, 2, 100
[43] CC(C)Oc1ccc(Cn2c(-c3ccco3)n[nH]c2=S)cc1
  100, -4, 101, -9, 102, 99, 1, 101
[44] COc1ccc(C(=O)NCc2ccccc2OC)cc1
  102, -2, 96, 9, 102, 98, 0, 100
[45] CCCn1c(C)cc(-c2csc(NC(=O)CCc3nc4ccccc4c(=O)[nH]3)n2)c1C
  99, -1, 107, -38, 103, 101, 2, 106
[46] COc1cccc(/C=N\Nc2nncc(-c3ccccc3)n2)c1
  98, ., 106, 2, 99, 93, 0, 99
[47] O=C(COC(=O)C1CCC1)Nc1ccc(Cl)cn1
  95, 6, 96, 2, 98, 95, 0, 96
[48] COc1ccc(/C=C/C(=O)Nc2nc(C)cc(C)n2)cc1OC
  94, -4, 95, 5, 98, 100, 0, 102
[49] COCc1cc(C)n(CC(=O)Nc2ccccc2OC)c(=O)c1C#N
  88[may fluoresce violet], 5, ?, 6, ?, 48*[may fluoresce violet], 0, 571*[may fluoresce violet]
[50] CC(NC(=O)C1=CC=CN2CCS(=O)(=O)N=C12)c1ccc(Cl)c(Cl)c1 (stereo unspecified)
  105, 4, 105, 7, 111, 104, 0, 109
[51] CC(C)C(=O)O/N=C1\CCS(=O)(=O)c2sccc21
  90, 1, 93, -3, 91, 98, 0, 98
[52] CC(CN1CCCC1)OC(=O)c1ccc(Cl)cc1 (stereo unspecified)
  88, 4, 103, 10, 101, 107, 1, 107
[53] C=CCn1c(SCC(=O)Nc2c(C)cccc2C)nnc1-c1cnccn1
  98, 3, 91, -9, 104, 106, 4, 101
[54] O=S(=O)(c1cccc(Cn2nnc(-c3ccc(F)cc3)n2)c1)N1CCOCC1
  104, -6, 101, 2, 105, 103, 12, 105
[55] COC(=O)c1cn(-c2ccccc2)nc1-c1ccncc1
  99, 0, 101, -14, 102, 97, 0, 96
[56] C/C=C(/C)C(=O)Nc1cccc(C2=NOC3(C2)C[C@@H](C(N)=O)N(C(=O)CC(c2ccccc2)c2ccccc2)C3)c1 (stereo partly specified)
  128, 11, 100, -3, 90, 98, 7, 99
[57] C=CCn1c(SCC(=O)Nc2nc(C)cs2)nnc1C(NC(=O)c1ccccc1)C(C)C (stereo unspecified)
  97, -3, 95, 17, 104, 100, 0, 103
[58] CCOC(=O)[C@H]1[C@H]2COc3ccc(C)cc3[C@@H]2N2C(=O)CN(Cc3ccco3)C(=O)[C@@]12C
  102, ., 99, 9, 102, 96, 5, 101
